# Compound activity: PubChem BioAssay, several laboratories
# GalR3 antag = antagonists of human GalR3; O60755; HEK293 GalR3-CNG cAMP membrane potential fluorescence; galR3 body fused to GalR1 C-terminus; hit rate 0.44% among 360,000; inhibition, % at 3 µM;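 active means inhibition above the screen-wide average plus 3 SD, cut at about 13% in these data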;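 further: forskolin and galanin both at EC90 stimulate the cells; cAMP rise reported by CNG channel membrane potential dye signal; 0% = forskolin plus galanin with DMSO and 100% = forskolin alone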
# Target sequence (O60755 1-299 limits assumed): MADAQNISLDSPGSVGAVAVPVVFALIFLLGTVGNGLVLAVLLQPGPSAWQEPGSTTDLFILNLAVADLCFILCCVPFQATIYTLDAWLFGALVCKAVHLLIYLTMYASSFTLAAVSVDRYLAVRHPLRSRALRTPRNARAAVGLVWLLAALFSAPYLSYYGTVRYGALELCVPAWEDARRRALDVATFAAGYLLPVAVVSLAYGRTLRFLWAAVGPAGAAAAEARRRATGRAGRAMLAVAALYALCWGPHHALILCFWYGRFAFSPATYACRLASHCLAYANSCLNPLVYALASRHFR
# OXTR agonist = human OXTR agonism | CHO-OTR cells, Fluo-8 calcium fluorescence; normalized: DMSO 0%, oxytocin 100% | activation, % at 3 µM | AID 2435 | hit rate 0.32% among 320,000 | P30559;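 active means activation above the mean of all tested compounds plus 3 SD, cutoff set per screening run, cut at about 20% in these data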;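 further: peak over basal fluorescence ratio from a 100 s FLIPR kinetic read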
# GPR7 antagonist = antagonists of human GPR7 (neuropeptides B/W receptor 1); P48145; GPR7-expressing cells, fluorescence antagonist assay; inhibition, % at 4.4 µM; hit rate 1.1% among 290,000; AID 1861; in the data active means inhibition above about 16%, passing the limit was not always enough;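 further: cells stimulated with the agonist NPW; 0% = agonist with vehicle and 100% = vehicle without agonist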
# NALP1 yeast inh = NALP1 inhibition. hit rate 0.61% among 280,000. inhibition, % at 10 µM. S. cerevisiae NALP1/ASC/caspase-1 growth, X-gal OD620, 72 h; in the data active means inhibition mostly above about 24%, no sharp cut-off; inactive means mostly below about 32%; further: some compounds called inactive have numbers as strong as hits
# MEKK2wt PB1 HTS = raises or lowers MEK5 binding to wildtype human MEKK2 PB1 domain; bead flow cytometry, Alexa488-MEK5 binding to MEKK2 WT; actives lie on both sides; binding response (% of control), % at 10 µM; hit rate 1.1% among 290,000; AID 1531; in the data active means binding response below about 67% or above about 130%
# PHOSPHO1 block = inhibitors of human PHOSPHO1 phosphatase | Q8TCT1 | recombinant PHOSPHO1, absorbance phosphatase assay | inhibition, % at 13.3 µM | hit rate 1.1% among 290,000; in the data active means inhibition above about 60%
# MEKK2mut PB1 HTS = signal of MEK5 binding to mutant human MEKK2 PB1 domain; bead flow cytometry, Alexa488-MEK5 binding to MEKK2 mutant; percent response, % at 10 µM; hit rate 0.35% among 290,000; AID 1530; in the data active means percent response above about 24%, passing the limit was not always enough; further: inactives centre near 1; some results filed as inactive read as strong as hits; reference of the scale not given here
# V1aR counter = counter-screen for oxytocin receptor agonists: human V1a receptor agonists | CHO-V1R cells, Fluo-8 calcium fluorescence, agonist mode; 0% DMSO, 100% 3 nM vasopressin | activation, % at 3 µM | hit rate 0.25% among 320,000 | AID 2797;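 active means activation above the mean activation of all tested compounds plus 3 SD, per screening run, cut at about 20% in these data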;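 further: signal is peak over basal fluorescence ratio across a 100 second FLIPR read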
# MEKK3 PB1 HTS = raises or lowers MEK5 binding to the human MEKK3 PB1 domain; Q99759; bead-based flow cytometry, Alexa488-MEK5 binding to MEKK3; actives lie on both sides; 0 = blocked by unlabeled MEK5, 100 = vehicle; binding response (% of control), % at 10 µM; hit rate 1.4% among 290,000; AID 1529;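 active means binding response more than 3 SD above or below the average of its plate-row segment, actives on both sides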;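 further: Alexa488 bead fluorescence after subtracting the streptavidin-only scavenger bead signal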
# Target sequence (Q99759 whole entry, looked up, the tested form may be a part): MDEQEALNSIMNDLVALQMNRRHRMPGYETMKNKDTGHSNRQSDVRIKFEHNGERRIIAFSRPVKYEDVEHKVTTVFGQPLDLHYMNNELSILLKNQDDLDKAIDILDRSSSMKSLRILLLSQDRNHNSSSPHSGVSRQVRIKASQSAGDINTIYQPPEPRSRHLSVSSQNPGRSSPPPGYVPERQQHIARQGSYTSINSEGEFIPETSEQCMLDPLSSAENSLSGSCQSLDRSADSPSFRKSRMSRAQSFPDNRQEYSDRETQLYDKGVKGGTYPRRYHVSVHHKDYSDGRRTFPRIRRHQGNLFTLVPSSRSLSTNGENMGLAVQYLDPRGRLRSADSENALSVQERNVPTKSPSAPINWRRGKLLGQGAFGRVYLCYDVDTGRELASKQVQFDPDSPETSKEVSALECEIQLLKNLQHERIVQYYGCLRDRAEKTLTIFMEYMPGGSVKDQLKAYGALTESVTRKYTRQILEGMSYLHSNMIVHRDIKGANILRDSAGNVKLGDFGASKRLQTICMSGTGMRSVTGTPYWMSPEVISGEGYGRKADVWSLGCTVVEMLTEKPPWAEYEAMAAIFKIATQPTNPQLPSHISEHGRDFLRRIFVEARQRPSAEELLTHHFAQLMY
# Starred values were filed as active, the others as inactive; . = no result given; [ ] = another dose, or the depositor's remark. Compounds were not picked by outcome. About 5.4% of those tested had a hit in this group.
SMILES,GalR3 antag,OXTR agonist,GPR7 antagonist,NALP1 yeast inh,MEKK2wt PB1 HTS,PHOSPHO1 block,MEKK2mut PB1 HTS,V1aR counter,MEKK3 PB1 HTS
COc1ccc(-c2nc3c(c(=O)[nH]c(=O)n3Cc3ccccc3)n2Cc2ccccc2)cc1,-1,0.3,-6,0,87,3,-1,-0.8,100
CC(=O)c1cccc(CN2CCCCC2C(=O)Nc2ccc(Oc3ccccc3)nc2)c1 (configuration not stated),-5,-2.1,-6,29,105,43,5,2.7,105
CC1CCCC(C)N1C(=O)COC(=O)c1nn(C)c(=O)c2ccccc12 (configuration not stated),1,0.5,-4,-31,94,26,-5,0.0,97
Cc1ccc(NC(=O)C2(c3cccs3)CCOCC2)cc1C,-1,-2.0,-5,11,96,2,-1,0.3,69*[inhibitor]
COc1cccc(SCc2noc(C(=O)NCc3ccccc3)c2C(=O)NCc2ccccc2)c1,-5,-0.7,.,0,98,26,5,1.4,107
CNC(=S)N1CCc2ccccc2C1,-4,-1.7,-1,28,96,10,2,-0.2,101
Cc1nn(C)c(C(=O)Nc2ccc3c(c2)OCO3)c1[N+](=O)[O-],-1,.,-2,9,101,12,-1,.,102
CCOC(=O)c1ccccc1NC(=O)c1nc2nccc(C)n2n1,-1,-1.9,0,23,95,5,-1,-1.2,98
CCCC(=O)Nc1nc(CC(=O)OCC)cs1,0,-0.2,1,2,89,15,-12,-0.2,87
CCSc1nnc(-c2cccs2)o1,7,-1.4,-6,-1,96,0,-4,0.6,98
CN(C)c1ccc(-c2noc(C3CCN(S(=O)(=O)c4ccc(C(=O)O)cc4)CC3)n2)cc1,-5,0.1,-13,.,90,.,-7,0.7,85
O=C(c1ccccc1[N+](=O)[O-])N1CCc2ccccc2C1,2,-0.8,-13,8,98,-11,-3,0.0,94
CC(C)(C)NC(=O)COC(=O)c1cncc(Br)c1,-2,-0.7,-20,2,101,-46,2,0.1,103
Nc1ccc(C2=Nc3cccc4cccc(c34)N2)cc1,-5,.,-9,17,89,-12,16,.,95
CC(C)CCNC(=O)C1CCN(S(=O)(=O)c2ccc3c(c2)CC(C)N3C(=O)C2CC2)CC1 (configuration not stated),-4,2.6,25*,6,100,32,4,7.2,100
O=C(OCc1cc2ccccc2[nH]c1=O)c1cccc([N+](=O)[O-])c1,3,0.0,-13,.,100,23,3,-0.3,105
Cc1cc(C)n(-c2ccc(C(=O)Nc3ccccn3)cc2)n1,-7,0.3,-4,25,100,15,-3,0.9,96
CC1(C)CC2(CC(c3ccccc3)Oc3cc(O)ccc32)NC(=S)N1 (configuration not stated),-1,1.0,-4,1,99,-4,0,1.4,101
CC(Sc1nnc(COc2ccc([N+](=O)[O-])cc2)n1C)C(=O)O (configuration not stated),-6,0.4,-5,-10,95,40,-7,1.4,97
COc1ccc(-c2[nH]ncc2CN2CCCC2c2nonc2C)c(F)c1 (configuration not stated),2,-1.2,-6,-12,91,41,-8,0.5,97
CN(C)CCOc1ccccc1-c1ccccc1,-6,0.0,6,20,107,-15,1,0.2,104
O=C(/C=C/c1ccc(Cl)c([N+](=O)[O-])c1)c1ccc(O)cc1,-5,1.9,5,20,87,8,-14,3.5,88
CC(Oc1ccccc1Br)C(=O)N1CCc2ccccc21 (configuration not stated),-6,-2.7,18,25,104,16,8,-0.9,102
COc1cc(NC(=O)CN2CCN(C(=O)C3CCCO3)CC2)c(OC)cc1Cl (configuration not stated),3,0.7,-4,13,108,.,3,0.9,102
CN1CCN(c2nc(-c3ccc(Cl)cc3Cl)nc3ccccc23)CC1,-7,5.5,8,22,116,20,6,2.9,101
CCOC(=O)c1c(C)[nH]c(C)c1S(=O)(=O)N(C)CC(=O)Nc1cccc(C)c1,0,1.5,-4,11,98,27,-1,2.4,98
Clc1cc(Br)ccc1OCCOCCOc1cccc2cccnc12,1,0.5,-2,-6,108,37,4,0.7,108
Cc1ccc2cc(-c3noc(C4CCCCC4)n3)c(=O)[nH]c2c1,-1,0.8,-4,14,97,-8,0,0.7,103
Cc1ccc(-c2nc3cnccn3c2Nc2c(C)cccc2C)o1,-2,-0.8,-12,87,108,20,6,0.4,101
CCC(=O)Nc1ccc(-c2ccc(N3CCCCC3)nn2)cc1,0,0.5,-1,6,96,24,-1,3.8,100
Cc1nnc(SCC(=O)Nc2nc(-c3ccccc3)cs2)n1N,-7,-0.2,15,26,111,69*,4,0.3,108
O=C(Nc1ccncc1)c1cccc(S(=O)(=O)N2CCCC2)c1,-1,4.0,-6,11,101,53,2,8.6,102
CCC1Oc2ccc(C)cc2N(CC(=O)NCc2cccc(OC)c2)C1=O (configuration not stated),-6,-1.9,24*,16,100,24,5,0.1,102
O=C(N/N=C/c1cccs1)c1cc(-c2ccncc2)nc2ccccc12,1,-0.6,7,13,98,-12,-2,0.1,95
CCc1ccc(-c2cc(C(=O)NN3CCOCC3)c3ccccc3n2)cc1,1,-0.6,-6,10,103,2,11,0.6,103
COC(=O)c1ccc2c(C(C)(C)O)c(C(C)(C)O)[nH]c2c1,.,0.1,22,3,88,10,-6,-0.2,92
COc1ccc(CN(C)S(=O)(=O)c2nnc(NC(=O)c3cccc(F)c3)s2)cc1,3,7.6,-7,15,100,9,-3,10,102
Cc1ccc(C(=O)NC2CCN(C(=O)Nc3ccccc3Cl)CC2)cc1,-7,-0.6,-8,-20,108,28,0,0.7,106
c1ccc(-c2cn(CC3CCCCC3)nn2)cc1,-4,-2.3,6,5,101,4,-2,0.5,99
O=[N+]([O-])c1ccccc1/C=N\N1CCN(Cc2ccccc2Cl)CC1,-8,-0.4,-19,15,109,25,4,-0.4,105
Cc1ccc(C)c(CN2CCC(CNC(=O)CCc3nnc4ccc(N5CCC(C)CC5)nn34)CC2)c1,-8,-2.6,-9,3,126,48,9,-0.3,104
Clc1ccc(OCc2nnc(SCc3nc4ccccc4[nH]3)n2Cc2ccco2)cc1,-6,6.7,9,-9,92,74*,-6,10,102
CSc1ccccc1NC(=O)CCn1c(=O)sc2ccccc21,-3,-1.1,-8,-3,97,-2,-5,-0.4,94
COc1ccccc1N1CCN(C(CNC(=O)c2ccco2)c2cccnc2)CC1 (configuration not stated),.,0.1,-5,27,105,-10,6,-0.5,102
Cc1cc(OCC(=O)N(Cc2ccco2)C2CCS(=O)(=O)C2)cc(C)c1Cl (configuration not stated),-3,0.3,1,44,103,24,24,2.1,106

# Structures shown so far that have a furan ring, fused or not:
SMILES,GalR3 antag,OXTR agonist,GPR7 antagonist,NALP1 yeast inh,MEKK2wt PB1 HTS,PHOSPHO1 block,MEKK2mut PB1 HTS,V1aR counter,MEKK3 PB1 HTS
Cc1ccc(-c2nc3cnccn3c2Nc2c(C)cccc2C)o1,-2,-0.8,-12,87,108,20,6,0.4,101
Clc1ccc(OCc2nnc(SCc3nc4ccccc4[nH]3)n2Cc2ccco2)cc1,-6,6.7,9,-9,92,74*,-6,10,102
COc1ccccc1N1CCN(C(CNC(=O)c2ccco2)c2cccnc2)CC1 (configuration not stated),.,0.1,-5,27,105,-10,6,-0.5,102
Cc1cc(OCC(=O)N(Cc2ccco2)C2CCS(=O)(=O)C2)cc(C)c1Cl (configuration not stated),-3,0.3,1,44,103,24,24,2.1,106

# Structures listed so far printed as active in MEKK3 PB1 HTS:
Molecule	GalR3 antag	GPR7 antagonist	NALP1 yeast inh	MEKK2wt PB1 HTS	PHOSPHO1 block	MEKK2mut PB1 HTS	MEKK3 PB1 HTS
Cc1ccc(NC(=O)C2(c3cccs3)CCOCC2)cc1C	-1	-5	11	96	2	-1	69*[inhibitor]

# Going on with the list:
SMILES,GalR3 antag,OXTR agonist,GPR7 antagonist,NALP1 yeast inh,MEKK2wt PB1 HTS,PHOSPHO1 block,MEKK2mut PB1 HTS,V1aR counter,MEKK3 PB1 HTS
O=C(Nc1ccc(-c2cn3ccccc3n2)cc1)c1ccco1,0,0.8,-1,46,103,1,2,0.0,100
COC(=O)c1cc(Cl)c(NC(=O)c2cc(OC)c(OC)c(OC)c2)cc1OC,-2,-0.7,-8,.,102,8,6,0.4,100
CSc1nc2ccccc2n1Cc1c(Cl)cccc1Cl,-9,11,14,-8,98,49,-1,0.9,94
COc1ccc(/C=N/NC(=O)Cc2cccs2)cc1,-4,0.3,-3,7,100,6,2,-0.5,101
Cc1nn(-c2ccccc2)nc1C(=O)Nc1ccc2c(c1)OCCO2,-2,-0.7,-5,-7,95,38,-1,-1.4,100
CNc1cc(CSC)nc(SCc2ccc(Cl)cc2Cl)n1,-3,1.5,-11,33*,103,39,5,0.0,104
CCCc1ncc(C(O)(c2ccccc2)c2ccccc2)n1C,-3,-0.3,5,35,86,4,-10,0.6,91
O=C(Cc1cccc2ccccc12)N/N=C1\CCCc2ccccc21,-7,3.8,2,18,101,15,2,3.6,92
CCCn1c(SCc2ccc(C(=O)OC)o2)nc2ccccc2c1=O,-12,-0.6,2,12,102,40,2,-0.3,101
O=C(CSc1n[nH]c(-c2ccccc2F)n1)NCC(=O)Nc1ccc(F)c(F)c1F,0,0.2,5,2,92,8,1,-0.3,100
CCOC(=O)Cn1ncc2c3ccccc3n(CC(=O)OCC)c2c1=O,-12,-1.1,-6,1,100,18,0,1.2,97
O=C(O)CNS(=O)(=O)c1cccc(Cl)c1,-7,1.6,-9,6,98,-1,-2,0.3,98
CC(C)CC(CO)N1CCN(C(=O)c2ccc(Cl)cc2)CCC1=O (configuration not stated),-7,0.5,.,.,99,.,-1,0.8,101
CCOC(=O)N1CCN(Cc2ccc(F)cc2F)CC1,-3,-1.1,-10,-15,77,28,-16,0.1,67
COc1ccc(CCNC(=O)CN(CCc2ccccc2)S(C)(=O)=O)cc1,-3,0.4,-11,-9,104,35,3,-0.4,101

# Some values from the list:
# Under MEKK3 PB1 HTS, O=C(O)CNS(=O)(=O)c1cccc(Cl)c1 has the entry 98
# Under GalR3 antag, O=C(Cc1cccc2ccccc12)N/N=C1\CCCc2ccccc21 has the entry -7
# Under MEKK3 PB1 HTS, CNc1cc(CSC)nc(SCc2ccc(Cl)cc2Cl)n1 has the entry 104
# Under MEKK3 PB1 HTS, Cc1nn(-c2ccccc2)nc1C(=O)Nc1ccc2c(c1)OCCO2 has the entry 100
